K1F lysis inhibition: inhibition of K1F phage lysis, E. coli UTI89, bacterial capsule biogenesis inhibitors, alamar blue (AID 488966) | E. coli UTI89 K1F phage lysis, alamar blue, 2 h; higher % means a stronger effect | inhibition, % at 100 µM, or IC50 in µM where a hit was titrated | 340,000 compounds, 0.02% hits;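 active = phage lysis inhibition, versus mean bacterial control, above a set limit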;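 note: capsule biogenesis inhibitors block K1F phage lysis so surviving cells raise fluorescence; higher fluorescence means more inhibition of phage lysis; actives were called in the ten point dose series up to 300 µM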
NTR1 agonist: agonists of NTR1, primary screen, imaging, U2OS cells, beta-arrestin-GFP, high content (AID 493036); 330,000 compounds, 0.17% hits; activation, % at 20 µM; NTR1-U2OS beta-arrestin-GFP spot imaging, agonist mode;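 active = activation at or above 40% of the spot to cytoplasm intensity ratio, with at least 20 cells analyzed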;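 note: 0% = DMSO without peptide and 100% = 100 nM NTR1 peptide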
Target sequence (P30989 whole entry, looked up): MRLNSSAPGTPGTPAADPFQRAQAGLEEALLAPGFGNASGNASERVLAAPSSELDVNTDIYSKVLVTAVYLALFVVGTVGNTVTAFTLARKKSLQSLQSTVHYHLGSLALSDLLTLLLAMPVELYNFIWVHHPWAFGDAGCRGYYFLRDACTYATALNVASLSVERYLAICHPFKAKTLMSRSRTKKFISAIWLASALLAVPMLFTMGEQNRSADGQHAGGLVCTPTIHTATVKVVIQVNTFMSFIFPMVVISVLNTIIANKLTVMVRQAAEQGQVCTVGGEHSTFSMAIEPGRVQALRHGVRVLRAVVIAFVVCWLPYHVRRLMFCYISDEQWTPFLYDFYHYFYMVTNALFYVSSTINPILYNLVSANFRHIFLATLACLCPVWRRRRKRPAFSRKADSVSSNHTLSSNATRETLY
NS5 inhibitors: Dengue-2 NS5 methyltransferase inhibitors, primary screen, biochemical, confirmation dose response (AID 588689); 340,000 compounds, 0.3% hits; one-dose inhibition, % at 25 µM; IC50 in µM for titrated hits; Dengue-2 NS5 methyltransferase capping enzyme assay, biochemical; higher % means a stronger effect; in the data active = a potency from the dose series
NTR1 agonist cell count 20 µM: also measured in NTR1 agonist; calls as there; cell count; measured here: cell count, cytotoxicity flag
NS5 inhibitors pilot replicate: recorded beside NS5 inhibitors, whose call it bears; inhibition, %; measured here: pilot screen replicate inhibition
Active calls of the source: *; [ ] = another dose, or the depositor's remark. The list is partial, so the mix of outcomes need not match the whole.

SMILES | K1F lysis inhibition | NTR1 agonist | NTR1 agonist cell count 20 µM | NS5 inhibitors | others
COc1ccc(-c2c(C)cc3oc(=O)cc(-c4ccccc4)c3c2C)cc1 | 0.2% | 5.6 | 53 | -4% | NS5 inhibitors pilot replicate=3.3
CN(CC(=O)Nc1ccc(Cl)c(S(=O)(=O)N2CCOCC2)c1)C(=O)c1ccc(C#N)cc1 | 0.8%[50 µM] | 0.1 | 52 | -7%
COc1ccccc1NC(=O)COc1coc(CN2CCN(c3ccccc3)CC2)cc1=O | -0.2%[50 µM] | -0.4 | 47 | -7%
COc1cccc(NC(=O)c2ccccc2)c1 | 0.7% | -3.0 | 89 | -12%
COc1cc(N)c(Cl)cc1C(=O)OCC(=O)N1c2ccccc2NC(=O)C1(C)C | -0.5% | 3.8 | 79 | 5%
O=C(OCc1nc2ccsc2c(=O)[nH]1)c1cccc(S(=O)(=O)N2CCOCC2)c1 | 1.4%[50 µM] | 0.7 | 57 | 6%
O=C(COC(=O)c1ccc(Br)o1)NCC1CCCCC1 | -0.4% | 1.3 | 53 | 0%
COc1ccc(NC(=O)[C@@H]2CCCN2S(=O)(=O)c2ccc(Cl)cc2)cc1 | -2.4% | -2.4 | 65 | -7%
O=C(CSc1ncnc2c1cnn2-c1ccccc1)NCC1CCCO1 (configuration not stated) | 0.6%[50 µM] | 1.4 | 63 | -6%
COCCOc1ccc(C(F)(F)F)cc1NC(=O)COC(=O)c1cc[n+]([O-])cc1 | 0.9%[50 µM] | 0.7 | 73 | -10%
NC(=O)C1Cc2ccccc2CN1C(=O)c1cc(C2CC2)nn1-c1ccccc1 (configuration not stated) | 0.4%[50 µM] | 3.2 | 69 | -10%
COc1ccc(Cl)cc1NC(=O)COC(=O)C1CC(=O)N(Cc2ccccc2)C1 (configuration not stated) | 0.4%[50 µM] | 0.1 | 64 | -4%
CCc1cc(C(=O)Nc2ccc(S(=O)(=O)NC3=NCCCCC3)cc2)sc1C | 0.1%[50 µM] | 1.0 | 45 | 1%
Cc1ccc2c(c1)[C@H]1[C@H](CO2)[C@H](c2ccccc2)[C@]2(C)C(=O)N(Cc3ccco3)CC(=O)N12 | 1.2% | -0.7 | 52 | -9%
Cc1cccc(C)c1NC(=O)CNC(=O)c1ccc(S(=O)(=O)NCc2ccco2)cc1 | 0.7%[50 µM] | 0.9 | 58 | -2%
COc1ccc(OC)c(NC(=O)COC(=O)COc2ccc(Nc3ccccc3)cc2)c1 | -2.1% | 1.8 | 60 | 3%
COc1cccc(-c2nn(-c3ccc(C)cc3)cc2C(=O)N(C)CC(=O)Nc2cccc(F)c2)c1 | 0.0%[50 µM] | 10 | 63 | -6%
Cn1cc(S(=O)(=O)N2CCNCC2)cc1C(N)=O | -0.1%[50 µM] | -0.7 | 51 | -2%
O=C1NCCOC(=O)[C@H](Cc2ccc(F)cc2)CC/C=C/C[C@@H]1CC(=O)N(CCO)Cc1ccccc1 | 0.0% | 0.1 | 78 | 1%
CSCCC(NC(=O)c1ccco1)C(=O)N1CCCCCCC1 (configuration not stated) | 1.6%[50 µM] | -0.3 | 62 | -3%
CCCN(CC(=O)Nc1ccccc1OC)C(=O)c1cc(-c2cccs2)nn1-c1ccccc1 | 0.3%[50 µM] | 2.7 | 59 | -1%
CC(C)CN(C(=O)CCc1ccccc1Cl)c1c(N)n(Cc2ccccc2)c(=O)[nH]c1=O | 0.0%[50 µM] | 1.4 | 60 | 1%
CNC(=O)Cn1nc(C)c(S(=O)(=O)N2CCOCC2)c1C | 0.9%[50 µM] | 3.4 | 46 | -5%
O=C(NNC(=O)c1cc(-c2cccc(Br)c2)nc2ccccc12)c1csc(N2CCOCC2)n1 | 1.5%[50 µM] | 0.0 | 49 | -7%
O=C(COC(=O)c1cc[n+]([O-])cc1)Nc1ccc(Cl)cc1C(F)(F)F | 1.4%[50 µM] | -1.3 | 44 | -7%

(cont.)
SMILES | K1F lysis inhibition | NTR1 agonist | NTR1 agonist cell count 20 µM | NS5 inhibitors | others
CCc1noc(C)c1C(=O)NNC(=O)c1ccccc1 | -0.4% | -0.2 | 59 | -1%
Cc1cc(C)n2nc(C(=O)OCC(=O)N3CC(C)CC(C)C3)nc2n1 (configuration not stated) | 1.5%[50 µM] | 0.0 | 61 | 0%
COc1ccc2c(C(=O)c3ccc(Cl)cc3)n(CCCC(N)=O)[n+]([O-])c2c1 | -0.8% | 7.1 | 52 | 10%
O=C(OCC#CCSc1nnc(-c2cccc3ccccc23)o1)c1cnc[nH]1 | -1.3% | -1.0 | 63 | -3%
CCC1CCCCN1C(=O)COC(=O)c1cc(=O)[nH]c2ccccc12 (configuration not stated) | 0.7%[50 µM] | 0.7 | 63 | 2%
COc1ccc(NC(=O)CCNC(=O)c2ccc([N+](=O)[O-])cc2)cc1S(=O)(=O)N1CCCCC1 | 0.4%[50 µM] | 2.2 | 62 | 1%
CSc1ccc(S(=O)(=O)NCC(=O)OCCOc2ccccc2)cc1[N+](=O)[O-] | 1.3%[50 µM] | 3.2 | 70 | -1%
CCN1C[C@@H]2[C@@H]3C(=O)N(C)C(=O)[C@@H]3[C@](CC)(C(=O)OC)N2C1=NC | 0.1% | 0.6 | 68 | 2% | NS5 inhibitors pilot replicate=0.3
c1cn(CCCNC2CCCCCCC2)cn1 | 2.4% | 0.0 | 40 | 4%
Cc1ccccc1NC(=O)Cc1nc(-c2c[nH]c(C(=O)N3CCCC3)c2)cs1 | -0.2%[50 µM] | 4.8 | 49 | -13%
CCCCN(C(=O)c1ccc([N+](=O)[O-])o1)c1c(N)n(CCCC)c(=O)[nH]c1=O | -1.4%[50 µM] | 1.7 | 76 | 8%
Cc1ccc(C(=O)CCC(=O)N2CCC(C(N)=O)CC2)s1 | 1.3%[50 µM] | 0.0 | 54 | 0%
CC(C)CCOc1ccc(C(=O)NNC(=O)CNC(=O)c2ccccc2F)cc1 | -0.6% | 1.2 | 42 | 10%
O=C(O)C[C@H]1c2ccccc2S(=O)(=O)N1c1ccccc1 | 0.4% | 1.8 | 98 | 5%
O=C(COC(=O)Cc1ccc([N+](=O)[O-])cc1)NCc1ccc2c(c1)OCO2 | 1.1% | 2.3 | 52 | 3%
CCCCN(C(=O)c1ccc(N2CCCC2=O)cc1)c1c(N)n(Cc2ccccc2)c(=O)[nH]c1=O | 1.5%[50 µM] | 0.6 | 56 | 3%
COc1ccccc1C(=O)NCCC(=O)NCc1cccnc1 | 0.7%[50 µM] | -0.2 | 60 | -2%
NS(=O)(=O)c1ccc(NC(=O)COC(=O)CN2C(=O)C3CC=CCC3C2=O)cc1 (configuration not stated) | 0.1%[50 µM] | 0.7 | 48 | -11%
CC(Sc1nnc(C2CC2)n1C1CC1)C(=O)Nc1cccc(S(=O)(=O)N(C)C)c1 (configuration not stated) | -0.2% | 1.4 | 57 | -1%
COc1ccccc1Nc1nnc(SC(C)C(=O)NC2CC2)s1 (configuration not stated) | -1.0% | -3.2 | 54 | -4%
O=C(COc1coc(CN2CCc3ccccc32)cc1=O)Nc1ccc([N+](=O)[O-])cc1 | -1.5% | 1.3 | 58 | -3%
Cc1ccc(NC(=O)C2CCN(C(=O)c3ccc(Cl)cc3)CC2)nc1 | 1.9% | -0.5 | 66 | -4%
O=C(Nc1nccs1)C1=COCCO1 | 0.9% | 0.6 | 59 | 0%
COc1ccc(-c2nc(SCC(=O)N(CC(C)C)c3c(N)n(Cc4ccccc4)c(=O)[nH]c3=O)n[nH]2)cc1 | 0.5%[50 µM] | -1.0 | 49 | -4%
O=C(CNC(=O)c1ccccc1F)NCC(c1cccs1)N1CCOCC1 (configuration not stated) | 0.4%[50 µM] | 1.8 | 71 | 1%

More results
SMILES | K1F lysis inhibition | NTR1 agonist | NTR1 agonist cell count 20 µM | NS5 inhibitors | others
Cc1nc2ccccc2c(C)c1CC(=O)N(C)CC(=O)Nc1cccc(F)c1 | 0.3%[50 µM] | -0.6 | 76 | -4%
O=C1N[C@H]2CC=C[C@H]2Nc2ccccc21 | 0.0% | 0.8 | 50 | -2% | NS5 inhibitors pilot replicate=3.0
CCCCN(C(=O)CCCc1nc2ccccc2c(=O)[nH]1)c1c(N)n(CC(C)C)c(=O)[nH]c1=O | -0.2%[50 µM] | 0.9 | 49 | 2%
O=C(CNC(=O)c1ccccc1F)OCc1nc2ccc(Cl)cc2n1CCO | 0.3%[50 µM] | -1.3 | 54 | 3%
Cc1ccc(C(=O)OCC(=O)Nc2ccc(F)c(Cl)c2)o1 | -0.1% | 1.3 | 57 | -1%
CC(C)(C)c1ccc(C(=O)NC(=O)COC(=O)c2ccc(Br)o2)cc1 | -0.1% | 4.2 | 61 | 12%
COc1ccc(/C=C/C(=O)N2CCN(S(=O)(=O)c3ccccc3Br)CC2)cc1OC | -0.5%[50 µM] | 3.4 | 53 | -2%
COc1ccc(C(=O)NCCS(=O)(=O)N2CCCCCC2)cc1 | 1.2%[50 µM] | 0.2 | 65 | -10%
CCN(C[C@H]1N[C@@](CC)(C(=O)OC)[C@H]2C(=O)N(Cc3ccccc3)C(=O)[C@@H]12)C(=O)c1ccccc1 | 0.3% | 0.9 | 44 | -6% | NS5 inhibitors pilot replicate=-4.2
CCCCn1c(N)c(N(CC(C)C)C(=O)COC(=O)C2(c3ccccc3)CC2)c(=O)[nH]c1=O | 1.1%[50 µM] | -0.3 | 44 | 1%
COc1cc2oc(=O)cc(-c3ccc(-c4ccc(F)c(Cl)c4)cc3)c2c(OC)c1OC | 0.2% | 8.8 | 68 | -4% | NS5 inhibitors pilot replicate=2.7
COc1ccc(NC(=O)CN(C)C(=O)c2ccc(N3CCCCC3)c([N+](=O)[O-])c2)cc1 | -0.2%[50 µM] | 0.0 | 56 | -5%
Cc1cccn2c(=O)nc(SCC(=O)Nc3cccc4ccccc34)nc12 | 0.7%[50 µM] | 0.6 | 64 | -4%
O=C(NCC(=O)N1CCN(Cc2ccccc2)CC1)c1cc(Cl)cc([N+](=O)[O-])c1 | 2.6%[50 µM] | -1.7 | 31 | -1%
COC(=O)CCC(=O)OC1(C)C(=O)C2=CN(C3CC3)C(c3ccc(OC)cc3)=CC2=C(Br)C1=O (configuration not stated) | -1.0% | 2.2 | 60 | >100µM*
CC(C)CN(CC(C)C)C(=O)COn1nnc2ccc(S(=O)(=O)N3CCOCC3)cc21 | 0.8%[50 µM] | -1.8 | 46 | -5%
CC1CCN(C(=O)c2[nH]cnc2C(=O)Nc2cccc(Cl)c2)CC1 | 3.2% | 5.1 | 53 | -11%
COc1ccc(NC(=O)CSCC(=O)N2CCN(c3cccc(C(F)(F)F)c3)CC2)cc1 | 0.1%[50 µM] | 3.6 | 51 | -9%
CCN(CC(=O)Nc1ccc(NC(C)=O)cc1)C(=O)c1cccc(S(=O)(=O)N2CCc3ccccc3C2)c1 | 0.0%[50 µM] | -0.1 | 58 | -8%
C=CCN(c1ccccc1)S(=O)(=O)c1cccc(C(=O)Nc2cccc(C)n2)c1 | 0.5%[50 µM] | 1.6 | 56 | -4%
Cc1ccc(C(=O)Nc2ncccc2C)cc1S(=O)(=O)N1CCCCC1 | 0.4%[50 µM] | -0.7 | 66 | -1%
CCOc1ccccc1N1CC(C(=O)Nc2cc(Cl)ccc2-n2cncn2)CC1=O (configuration not stated) | 0.6%[50 µM] | -0.9 | 62 | -2%
CCc1ccc(N2CC(C(=O)OCC(=O)NC3CC3)CC2=O)cc1 (configuration not stated) | 1.4% | -0.4 | 52 | -2%
Cc1cccc(OCC(=O)NNC(=O)c2ccccc2OCc2c(C)noc2C)c1 | 1.1%[50 µM] | 8.4 | 54 | -9%
CN(CC(=O)NCc1ccco1)CC(=O)Nc1cc(S(C)(=O)=O)ccc1Cl | 0.8%[50 µM] | 0.2 | 70 | -3%
COc1ccc(S(=O)(=O)N2CCN(C(=O)CCCN3C(=O)NC4(CCCC4)C3=O)CC2)cc1 | 1.4%[50 µM] | -0.2 | 67 | -1%

Of the compounds above, these have a furan ring, fused or not:
SMILES | K1F lysis inhibition | NTR1 agonist | NTR1 agonist cell count 20 µM | NS5 inhibitors | others
O=C(COC(=O)c1ccc(Br)o1)NCC1CCCCC1 | -0.4% | 1.3 | 53 | 0%
Cc1ccc2c(c1)[C@H]1[C@H](CO2)[C@H](c2ccccc2)[C@]2(C)C(=O)N(Cc3ccco3)CC(=O)N12 | 1.2% | -0.7 | 52 | -9%
Cc1cccc(C)c1NC(=O)CNC(=O)c1ccc(S(=O)(=O)NCc2ccco2)cc1 | 0.7%[50 µM] | 0.9 | 58 | -2%
CSCCC(NC(=O)c1ccco1)C(=O)N1CCCCCCC1 (configuration not stated) | 1.6%[50 µM] | -0.3 | 62 | -3%
CCCCN(C(=O)c1ccc([N+](=O)[O-])o1)c1c(N)n(CCCC)c(=O)[nH]c1=O | -1.4%[50 µM] | 1.7 | 76 | 8%
Cc1ccc(C(=O)OCC(=O)Nc2ccc(F)c(Cl)c2)o1 | -0.1% | 1.3 | 57 | -1%
CC(C)(C)c1ccc(C(=O)NC(=O)COC(=O)c2ccc(Br)o2)cc1 | -0.1% | 4.2 | 61 | 12%
CN(CC(=O)NCc1ccco1)CC(=O)Nc1cc(S(C)(=O)=O)ccc1Cl | 0.8%[50 µM] | 0.2 | 70 | -3%
